H9c2 TAG inh = inhibitors of triacylglycerol accumulation; 0.66% of 230,000 active; inhibition, % at 12.5 µM; H9c2 cells, Nile Red lipid (TAG) fluorescence; cells loaded with 200 µM oleic acid;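 active means pattern-corrected inhibition of lipid staining of at least 50% with the nuclear-stain viability signal not falling by more than 50%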;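 further: 0% = DMSO wells and 100% = triacsin C control wells; some results filed as inactive read as strong as hits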
H9c2 TAG inh DAPI viability = further read-out of H9c2 TAG inh, marked with its call; DAPI nuclei signal change (viability), lower = more cytotoxic, %;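 whole-well DAPI fluorescence read on a plate reader as a viability signal; minus 50 percent equals half of cells still viable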
An asterisk follows results filed as active.

SMILES	H9c2 TAG inh	H9c2 TAG inh DAPI viability
O=[N+]([O-])c1cc(/C=N/N2CCN(Cc3ccccc3)CC2)ccc1Cl	1	9
COc1ccc(Cc2n[nH]c(=S)n2NC(=O)Nc2ccc(C)cc2)cc1	-12	3
Cc1ccc2nc(-c3ccccn3)cc(C(=O)NC(C)C(C)(C)C)c2c1 (stereo unspecified)	9	-9
COC(=O)c1ccc(-n2ccnc2)cc1	-6	7
CCCNC(=O)C1(C)CCCN(C(=O)c2ccc3c(c2)CCO3)C1 (stereo unspecified)	2	-6
Cc1ccccc1-c1ccc(C=Nc2c(C)n(C)n(-c3ccccc3)c2=O)o1	-9	15
Cc1csc(C(C#N)C(=O)c2ccncc2)n1 (stereo unspecified)	-2	4
Cc1c(C(=O)NC(C(C)C)C(C)C)cccc1[N+](=O)[O-]	0	-2
COCCNC(=O)CN(C)S(=O)(=O)c1ccc2c(c1)OCCO2	-5	-1
CN(C)/C=C/C(=O)c1cccc(C(F)(F)F)c1	11	-8
COc1cc(C(=O)NC2CCCC2)c(Br)c(OC)c1OC	6	-2
O/N=C1/CCCCC1c1ccccn1 (stereo unspecified)	-4	-1
CCn1cc(CN2CCN(Cc3ccccc3)C(CCO)C2)c2ccccc21 (stereo unspecified)	5	0
O=C(Nc1nnc(SCc2ccc(F)cc2)s1)c1ccccn1	16	-31
Cc1cccc(NC(=O)c2nc[nH]c2C(=O)NCc2ccccc2)c1	-26	0
CCn1cc(C(=O)N2CCc3ccccc32)c(=O)c2cc(S(=O)(=O)N3CCOCC3)ccc21	8	0
CN(C)C(=O)c1ccc(NC(=O)COc2ccc([N+](=O)[O-])cc2)cc1	-5	3
COc1ccc(-c2cnc3c(c2)C(=O)N([C@H](C)CO)C[C@@H](C)[C@H](CN(C)Cc2ccccc2)O3)cc1	30	8
CNC(=O)COC(=O)c1cccnc1SC	-13	15
Cc1cc(/C(N)=N/OC(=O)c2ccc(Cl)cc2)no1	13	-3
COc1cc(C(=O)N(C)CC(=O)Nc2cccc(F)c2)ccc1OCc1ccccc1	-7	6
COc1ccccc1OCC(=O)NCC1CCCN(C(=O)c2ccccc2C(C)=O)C1 (stereo unspecified)	-11	1
COc1cc(/C=C2\Oc3ccc(C#Cc4ccc(O)cc4)cc3C2=O)cc(OC)c1	120*	-0.9*
COc1ccc(/C=C/CN2CCN(CCc3ccccc3)C(CCO)C2)cc1 (stereo unspecified)	-10	1
Cc1c(NC(=O)COC(=O)c2ccc(S(=O)(=O)N3CCOCC3)cc2)c(=O)n(-c2ccccc2)n1C	-5	12
O=C(O)CCCC(=O)N1CCc2cc(S(=O)(=O)N3CCc4ccccc43)ccc21	-5	0
O=C(COc1ccc(Br)cc1F)NC1CC1	11	-11
Cc1ccc(C)c(OCCC(=O)OCC(=O)Nc2ccc(N3CCOCC3)cc2)c1	-2	-11
COc1ccc(/C=C/C(=O)N(C)CC(=O)Nc2cccc(F)c2)cc1S(=O)(=O)N1CCCCC1	-7	1
CCc1ccc2nc(NC(=O)C3CCN(c4ncnc5sc(C)c(C)c45)CC3)sc2c1	10	0
Cc1ccc(C(=O)NC(=S)N2CCCC2)cc1	7	4
O=C(COC(=O)CSc1ccccc1)Nc1ccc(F)cc1F	-3	1
COC(=O)c1ccc(C2C(C(=O)Nc3ccccc3C)=C(C)Nc3ncnn32)cc1 (stereo unspecified)	0	17
CC1CCN(C(=O)c2ncn3c2c(=O)[nH]c2ccc(Br)cc23)CC1	5	-6
O=C(CC(=O)c1ccccc1O)c1cccc(F)c1	0	10
Oc1ccc(Cl)cc1CNCc1ccc(F)c(F)c1	10	-16
NC1=NC(=O)/C(=C/c2ccsc2)S1	3	-5
Cn1cnnc1Sc1ccc(S(C)(=O)=O)cc1[N+](=O)[O-]	13	-7
O=C(NCc1ccco1)c1ccc2nccnc2c1	8	1
COc1ccc(N2CCN(C(=O)c3sc4nc(-c5ccc(F)cc5)cn4c3C)CC2)cc1	-1	-10
O=C(/C=C/c1ccc(Br)cc1)Nc1ccc(S(=O)(=O)Nc2ncccn2)cc1	2	17
CCOC(=O)C(O)(CC(=O)c1ccc(Cl)cc1)C(=O)OCC	5	-2
O=[N+]([O-])c1ccc(C(O)C(CO)NC(=S)Nc2ccccc2)cc1 (stereo unspecified)	8	-2
C=C1C(=O)C23CCC4C(C)(C(=O)OC)CCCC4(C)C2CCC1(O)C3 (stereo unspecified)	117	-83
CCOC(=O)N1CCN(C(=O)C2CC(=O)N(Cc3ccc(OC)cc3)C2)CC1 (stereo unspecified)	11	-10
CCC(NC(=O)CC[C@H]1O[C@@H](n2cc(C)c(=O)[nH]c2=O)C[C@@H]1O)c1ccccc1 (stereo partly specified)	-7	-1
Cc1ccc(S(=O)(=O)Nc2ccccc2F)cc1C(=O)NNC(=O)c1csc(N2CCOCC2)n1	-27	17
COc1ccc(Nc2nc(N)c([N+](=O)[O-])c(NCCO)n2)cc1	13	-4
Cc1nnc(NC(=O)CSc2nccn2-c2ccc(F)cc2)s1	5	-9
COc1ccc(NC(=O)Oc2ccccc2)cc1Cl	3	-13

More compounds:
SMILES	H9c2 TAG inh	H9c2 TAG inh DAPI viability
CC(=O)Nc1cc(-c2ccc(C(=O)NC3CC3)cc2)cn2c(-c3cccc(C(F)(F)F)c3)cnc12	6	38
CCCCn1c(CNC(=O)CC)nc2ccccc21	3	6
CN1CCN(C2=Nc3ccccc3Oc3ccc(Cl)cc32)CC1	3	9
CCCCCCSc1ccc([C@@H]2[C@@H]3C(=O)N(C)C(=O)[C@@H]3[C@]3(C(=O)OC)CCCCN23)cc1	-22	2
COc1cc(S(=O)(=O)NCc2ccccc2)ccc1Br	-5	3
OCCOCCn1c(C(CO)Nc2nc(-c3ccc(F)cc3)cs2)nc2ccccc21 (stereo unspecified)	-11	-4
N#CCc1ccc(NC(=O)Nc2cccc(Cl)c2)cc1	-4	-6
c1ccc(-c2ccc(-c3ccccc3)[nH]2)cc1	5	6
CCOc1ccc(S(=O)(=O)N2CCCC(C(=O)N3CCN(c4ccccc4)CC3)C2)cc1 (stereo unspecified)	-14	1
CNS(=O)(=O)c1cc(Br)ccc1S(=O)c1ccccc1C(=O)O (stereo unspecified)	-3	2
Cc1cccc(NNC(=O)c2c(F)cccc2Cl)c1	3	-8
O=C(NCCc1ccccc1C(F)(F)F)C1CCC(=O)N(CCCN2CCCC2=O)C1 (stereo unspecified)	9	-6
O=C(CCSc1ccccc1)N1CCOCC1	-2	6
Cc1cc(-c2ccccc2)c2c(=O)n(-c3ccccc3)[nH]c2n1	-4	7
O=C1NC(c2ccccc2)=CC(c2ccccc2O)N1 (stereo unspecified)	-26	5
C/C(CC(=O)Nc1ccccc1Cl)=N\NC(=O)C(=O)NCCO	-3	-7
CC(=O)Nc1cccc(-c2ccnc3c2CC(C(=O)NCC2CC2)O3)c1 (stereo unspecified)	-7	1
CN(C)S(=O)(=O)c1ccc(NC(=O)c2cc(F)c(F)cc2Cl)cc1	-3	-2
N#CC(c1nc2ccccc2nc1N1CCOCC1)S(=O)(=O)c1ccccc1 (stereo unspecified)	4	-7
CCN(CC)S(=O)(=O)c1ccc(-c2nnc(SC)o2)cc1	-3	7
CC(C)NC(=O)N(O)C1N(Cc2ccc3c(c2)OCO3)C(=S)SC1(C)C (stereo unspecified)	10	-3
CNC(=O)c1ccc(NC(=O)c2cc(S(=O)(=O)N3CCOCC3)ccc2N2CCCC2)cc1	-11	-3
Cc1ccc(C)c(S(=O)(=O)N2CCCOC2CNC(=O)C(=O)NCCCN2CCOCC2)c1 (stereo unspecified)	-12	-1
Cc1cc(C(=O)COC(=O)c2nccnc2N)c(C)n1C	-13	-4
Cc1ccc(NC(=O)CN(C)C(=O)CCSc2ccc(F)cc2)cc1	-15	5
O=C1CCCCC1C(=O)c1cn(-c2ccc(Cl)c(Cl)c2)nn1 (stereo unspecified)	7	-8
O=C(NCC1CCCO1)c1cn(-c2ccccc2)nc1-c1ccc(F)cc1 (stereo unspecified)	3	-11
Cc1noc(C)c1S(=O)(=O)N(CC(=O)N1CCc2ccccc21)c1ccc(C(C)C)cc1	4	-12
COc1ccc(CN(C(=O)c2nsc(Cl)c2Cl)C(C(=O)NC2CCCC2)c2ccc(C)cc2)cc1 (stereo unspecified)	40	-8
Cc1noc(NS(=O)(=O)c2ccc(NC(=O)c3ccccc3NS(=O)(=O)c3ccc(F)cc3)cc2)c1C	-6	4
CC1(C)Cc2c(sc3c2c(=N)n(Cc2ccco2)c(=O)n3CC(=O)Nc2ccccc2)CO1	14	1
Cc1ccccc1COc1cccn2c(N(C)C(=O)CCC3CCCC3)c(C)nc12	2	-3
Cc1cccc(CN2C(=O)[C@H]3Cc4c([nH]c5ccccc45)C(C)(C)N3C2=O)c1	26	0
COc1cccc(NC(=O)CCC(=O)N2CC(C)Oc3ccc(C)cc32)c1 (stereo unspecified)	14	-9
CCc1nc2ccc(C(=O)NC3CCN(C)CC3)cn2c1N(C)CCC(C)C	17	1
CN(C(=O)c1cccc(NC(=O)Cc2ccc(NC(=O)C3CCN(C(=O)C4CCC4)CC3)cc2)c1)C1CCCC1	-25	7
COc1ccc([N+](=O)[O-])cc1N(CC(O)CN(CC(C)C)CC(C)C)S(=O)(=O)c1ccc(C)cc1 (stereo unspecified)	11	0
CCCCNC(=O)N1CCOCCOCCN(C(=O)NCCCC)CCOCCOCC1	7	-8
CC1C(=O)N(Cc2cn(CCC3OCCO3)nn2)CCS(=O)(=O)N1Cc1ccc(-c2ccc(F)nc2)cc1 (stereo unspecified)	-2	-6
CC1CN(C(=O)CN2C(=O)c3ccccc3S2(=O)=O)CC(C)O1 (stereo unspecified)	18	-9
CC1(C)Cc2c(cnn2-c2ccccc2)C(NC(=O)c2ccoc2)C1 (stereo unspecified)	-19	3
CC(C)NC(=O)C(=O)NNC(=O)C12CC3CC(CC(C3)C1)C2	-18	13
CCOC(=O)C1(CC2CC2)CCN(Cc2ccc(C(=O)OC)cc2)CC1	0	-3
Cc1ccc2cc(/C=N/NC(=O)c3ccccc3[N+](=O)[O-])c(Cl)nc2c1	-4	4
O=C(NCc1ccco1)c1cc(S(=O)(=O)NC2CC2)ccc1Br	-25	6
O=C(CSc1ncnc2sc3c(c12)CCCCC3)NCc1ccco1	-7	-12
Cc1cc(=O)oc(C)c1C(=O)Nc1ccccc1F	-6	3
COc1ccc(N/C(N)=N/c2nc(CSc3ccc(C)cc3)cc(=O)[nH]2)cc1	6	-16
CN1CCC(N(C)C(=O)c2ccc(Cl)c(S(=O)(=O)Nc3ccc(Cl)cc3)c2)CC1	4	5
CCOC(=O)c1sc2nc(CSc3ccccc3)nc(N3CCC(C(N)=O)CC3)c2c1C	30	-14

Following part:
SMILES	H9c2 TAG inh	H9c2 TAG inh DAPI viability
COc1cc(OC)c(OC)cc1CN1CCN(c2ccc(F)cc2)CC1	-7	-2
Cc1cc(C)c2nc(-c3ccccn3)cc(C(=O)NCc3cc(C)n(C)n3)c2c1	-16	23
O=S(=O)([N-]c1nc2ccccc2nc1-n1cc[n+](Cc2ccccc2)c1)c1ccc(Br)cc1	-7	5
CCn1c(Cc2ccccc2)nnc1SCC(=O)NC1CC1	9	11
O=C(c1cnc2n(c1=O)CCS2)N1CCN(C(c2ccccc2)c2ccc(Cl)cc2)CC1 (stereo unspecified)	-5	-3
COC(=O)c1ccc(NC(=O)CN2CCCC2)cc1	3	9
COC(=O)CCC(=O)NC(=S)Nc1ccccc1F	-9	12
CC1(C(=O)Nc2cccc(Oc3ccccc3)c2)Cc2c(-c3ccc4c(c3)OCO4)ccnc2O1 (stereo unspecified)	63*	-47*
Cc1ccsc1S(=O)(=O)N1CCCC(CCC(=O)NCc2ccccc2F)C1 (stereo unspecified)	3	-16
CC(C)c1ccc(Nc2nnns2)cc1	-3	7

An excerpt of these results, with bars between the fields.
mol | H9c2 TAG inh | H9c2 TAG inh DAPI viability
CC1(C)Cc2c(cnn2-c2ccccc2)C(NC(=O)c2ccoc2)C1 (stereo unspecified) | -19 | 3
CC(C)NC(=O)C(=O)NNC(=O)C12CC3CC(CC(C3)C1)C2 | -18 | 13
CCOC(=O)C1(CC2CC2)CCN(Cc2ccc(C(=O)OC)cc2)CC1 | 0 | -3
Cc1ccc2cc(/C=N/NC(=O)c3ccccc3[N+](=O)[O-])c(Cl)nc2c1 | -4 | 4
O=C(NCc1ccco1)c1cc(S(=O)(=O)NC2CC2)ccc1Br | -25 | 6
O=C(CSc1ncnc2sc3c(c12)CCCCC3)NCc1ccco1 | -7 | -12
Cc1cc(=O)oc(C)c1C(=O)Nc1ccccc1F | -6 | 3
COc1ccc(N/C(N)=N/c2nc(CSc3ccc(C)cc3)cc(=O)[nH]2)cc1 | 6 | -16
CN1CCC(N(C)C(=O)c2ccc(Cl)c(S(=O)(=O)Nc3ccc(Cl)cc3)c2)CC1 | 4 | 5
CCOC(=O)c1sc2nc(CSc3ccccc3)nc(N3CCC(C(N)=O)CC3)c2c1C | 30 | -14
COc1cc(OC)c(OC)cc1CN1CCN(c2ccc(F)cc2)CC1 | -7 | -2
Cc1cc(C)c2nc(-c3ccccn3)cc(C(=O)NCc3cc(C)n(C)n3)c2c1 | -16 | 23
O=S(=O)([N-]c1nc2ccccc2nc1-n1cc[n+](Cc2ccccc2)c1)c1ccc(Br)cc1 | -7 | 5
CCn1c(Cc2ccccc2)nnc1SCC(=O)NC1CC1 | 9 | 11
O=C(c1cnc2n(c1=O)CCS2)N1CCN(C(c2ccccc2)c2ccc(Cl)cc2)CC1 (stereo unspecified) | -5 | -3
COC(=O)c1ccc(NC(=O)CN2CCCC2)cc1 | 3 | 9
COC(=O)CCC(=O)NC(=S)Nc1ccccc1F | -9 | 12

(continued)
SMILES	H9c2 TAG inh	H9c2 TAG inh DAPI viability
O=C(Nc1ccc2c(c1)OCO2)c1n[nH]c(=O)c2ccccc12	13	1
CCOc1ccc(NC(=O)c2ccc3c(c2)N(C)CCS3)cc1	-48	-1
O=C(NCCNC(=O)Nc1ccc(Cl)cc1)Nc1ccc(Cl)cc1	-15	0
NC(=O)CC(NC(=O)c1ccccc1)c1ccc(NC2CCCC2)c([N+](=O)[O-])c1 (stereo unspecified)	-7	9
NC(=O)C1CCN(C(=O)CSc2ncccn2)CC1	-6	2

High-throughput results: PubChem, Sanford-Burnham Center for Chemical Genomics

A portion of the library; count on the stated rates, not on these rows.
